# Screening results: PubChem BioAssay, several laboratories
# GRK2 inh – compounds blocking aptamer binding on GRK2 – biochemical, human GRK2, bead flow cytometry, HTS, primary screen; AID 488847, 2010; 0.59% of 330,000 active; Beta-adrenergic receptor kinase 1 (Homo sapiens), P25098; FAM-aptamer displacement from GRK2; inhibition of aptamer binding, % at 10 µM;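 active = inhibition of aptamer binding above 40%, roughly 3 SD of noise, on plates passing a quality check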;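 note: median bead fluorescence of bound FAM aptamer so fluorescent compounds give negative values; no value below 0 was filed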
# Target sequence (P25098 whole entry, looked up): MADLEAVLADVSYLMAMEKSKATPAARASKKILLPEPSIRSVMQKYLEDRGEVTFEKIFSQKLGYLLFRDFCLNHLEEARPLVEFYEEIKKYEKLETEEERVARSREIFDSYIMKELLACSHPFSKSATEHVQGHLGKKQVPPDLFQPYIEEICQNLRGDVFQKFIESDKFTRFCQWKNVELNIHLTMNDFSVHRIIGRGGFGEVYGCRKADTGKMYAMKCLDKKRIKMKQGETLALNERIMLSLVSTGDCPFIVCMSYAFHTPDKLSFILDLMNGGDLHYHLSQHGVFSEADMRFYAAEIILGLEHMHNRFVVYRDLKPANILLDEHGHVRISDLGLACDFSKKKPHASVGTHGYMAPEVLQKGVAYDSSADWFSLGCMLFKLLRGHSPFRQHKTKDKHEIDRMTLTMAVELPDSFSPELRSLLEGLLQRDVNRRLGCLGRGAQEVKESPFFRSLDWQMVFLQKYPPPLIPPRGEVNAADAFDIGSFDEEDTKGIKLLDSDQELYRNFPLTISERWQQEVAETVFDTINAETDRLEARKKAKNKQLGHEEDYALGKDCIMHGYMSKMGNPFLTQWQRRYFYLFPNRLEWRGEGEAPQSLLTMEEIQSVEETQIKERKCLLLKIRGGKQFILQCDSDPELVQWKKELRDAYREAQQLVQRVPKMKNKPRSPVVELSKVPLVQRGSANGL
# CR mimetic SO – reduction of superoxide in aged yeast, primary screen, HTS. S. cerevisiae aged cells, superoxide DHE fluorescence; stronger effect = lower value. superoxide response (% of plate mean), % at 10 µM. 0.18% of 330,000 active;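 active = superoxide response under a set limit, about three screen SD below normal, cut at about 65% in these data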;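 note: yeast aged for seven days with compound at 30 °C before DHE staining; 100% = average MFI of all compound-treated wells on the plate with controls excluded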
# VLA-4 inh – inhibition in human VLA-4 binding assay, primary screen, VLA-4 allosteric modulator project, MLPCN library, flow cytometry, VLA-4 expressing cells; Integrin alpha-4 (Homo sapiens), P13612; ligand binding flow cytometry; inhibition, % (about 7 µM as worked out from the volumes in the protocol); 0.2% of 330,000 active; in the data active = inhibition above about 50%
# MCL1-BIM inh – inhibitors of MCL1 binding to BIM-BH3, primary screen, biochemical, fluorescence polarization; Induced myeloid leukemia cell differentiation protein Mcl-1 (Homo sapiens), Q07820; GST-MCL1 / FITC-Bim-BH3 fluorescence polarization; inhibition, % at 10.9 µM; 0.68% of 320,000 active; AID 2057, 2009;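 active = inhibition above the mean inhibition of all tested compounds plus 3 SD, set per campaign, cut at about 40% in these data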;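 note: 0% = DMSO wells and 100% = unlabeled Bim-BH3 peptide control; higher means more loss of mP so more displacement of Bim peptide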
# Target sequence (Q07820 whole entry, looked up): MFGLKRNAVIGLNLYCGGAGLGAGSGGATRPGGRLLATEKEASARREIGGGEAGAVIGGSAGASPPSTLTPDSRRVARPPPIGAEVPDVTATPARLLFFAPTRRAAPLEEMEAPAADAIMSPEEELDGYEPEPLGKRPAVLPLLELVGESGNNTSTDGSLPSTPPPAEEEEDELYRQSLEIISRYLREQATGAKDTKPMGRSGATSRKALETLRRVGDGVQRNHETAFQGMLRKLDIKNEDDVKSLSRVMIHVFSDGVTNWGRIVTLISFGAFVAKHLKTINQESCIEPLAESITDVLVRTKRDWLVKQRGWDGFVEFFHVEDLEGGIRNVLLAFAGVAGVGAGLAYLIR
# MEX-5 binding – MEX-5 zinc finger RNA-binding disruptors – biochemical, C. elegans, fluorescence polarization, MLPCN library, primary screen | Zinc finger protein mex-5 (Caenorhabditis elegans), Q9XUB2 | MEX-5/FITC-TCR2 RNA binding; stronger effect = lower value | activity score (negative = inhibition of binding), % at 10 µM | 0.38% of 300,000 active;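 active = inhibition past about -25% in most replicates, and total fluorescence under double the plate's negative control median, limit read from the data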;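 note: 0% = DMSO and -100% = 5 µM competing unlabeled TCR2 RNA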
# GLD-1 TGE inh – GLD-1/TGE RNA complex disruptors, primary screen, biochemical, fluorescence polarization; Female germline-specific tumor suppressor gld-1 (Caenorhabditis elegans), Q17339; AID 2280, 2010; purified GLD-1 + fluorescein TGE RNA; 0.44% of 320,000 active; inhibition, % at 5.96 µM;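 active = percent inhibition above a per-plate cutoff, the plate mean of test compounds plus 3 SD, cut at about 30% in these data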;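 note: 0% = DMSO wells with GLD-1 and probe and 100% = wells lacking GLD-1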
# AGP1 TOR yeast – modulators of AGP1-GFP expression in yeast TOR pathway, primary screen, cell-based, multiplex flow cytometry, S. cerevisiae, MLPCN library. 3 h; GFP as percent of DMSO wells. GFP response vs DMSO, % at 10 µM. 0.02% of 320,000 active. AID 2066, 2009;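 active = GFP response relative to DMSO above a set limit, near screen average plus 3 SD, cut at about 150% in these data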;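 note: median GFP channel fluorescence of the gated AGP1 strain per well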
# BCLXL inh – inhibitors of human Bcl-xL, primary screen, biochemical, fluorescence polarization, HTS; inhibition, % at 10.9 µM; Bcl-2-like protein 1 (Homo sapiens), Q07817; GST-Bcl-xL / FITC-Bim BH3 peptide fluorescence polarization; AID 2129, 2009; 0.7% of 320,000 active;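 active = inhibition above the mean of all tested compounds plus 3 SD, cutoff set per campaign, cut at about 30% in these data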;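 note: 0% = DMSO wells and 100% = unlabeled Bim-BH3 peptide competitor; inhibitors lower millipolarization by displacing the labeled peptide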
# CIT2 TOR yeast – modulators of CIT2-GFP expression in yeast, primary screen, S. cerevisiae, GFP fusion, multiplex flow cytometry, MLPCN library | AID 2029, 2009 | 0.065% of 320,000 active | S. cerevisiae CIT2-GFP strain, 3 h; 100 means same as DMSO wells | GFP response vs DMSO, % at 10 µM;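 active = GFP response relative to DMSO above a set limit, near the screen mean plus 3 SD, cut at about 150% in these data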;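 note: ratio of well median GFP fluorescence to mean of DMSO wells on the plate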
# An asterisk follows results filed as active; . = no result given.
SMILES,GRK2 inh,CR mimetic SO,VLA-4 inh,MCL1-BIM inh,MEX-5 binding,GLD-1 TGE inh,AGP1 TOR yeast,BCLXL inh,CIT2 TOR yeast
Cc1cccc(-c2noc(CNC(=O)c3ccco3)n2)c1,0,102,0,-2,-1.4,11,103,-1,108
COc1ccc(NC(=S)Nc2cccc(C(C)=O)c2)cc1OC,0,115,37,5,-0.1,2,103,7,106
Fc1ccc(-n2ncc3c(SCc4cccnc4)ncnc32)cc1,0,105,4,8,1.4,1,100,7,92
O=C(CSc1nc2ccccc2s1)NCCOc1ccccc1,4,119,9,5,-2.6,4,105,7,86
Cc1cccc(NC(=O)c2c(F)c(F)c(F)c(F)c2F)c1,2,104,3,3,-1.9,4,104,7,101
O=C(CCN1CCN(c2ccccc2)CC1)c1ccc(Cl)cc1,0,90,-2,11,0.4,-2,97,2,93
CC(C)(C)c1ccc(OCCn2nc(C(=O)O)c3ccccc3c2=O)cc1,0,95,3,1,-5.2,10,98,0,103
CCOC(=O)C1(Cc2ccccc2C)CCCN(C(=O)CSC)C1 (centres undefined),0,88,1,8,-3.6,6,102,-2,106
Cn1cccc1C1CCCN1CC(=O)Nc1c(Cl)cc(Cl)cc1Cl (centres undefined),0,100,-5,.,.,-8,102,.,104
CS(=O)(=O)N1N=C(c2ccco2)CC1c1ccccc1Cl (centres undefined),0,97,-4,6,-0.4,1,108,3,107
COc1ccc(CCNS(=O)(=O)CCNC(=O)c2ccc(OC)cc2)cc1,2,126,4,1,-2.9,1,99,3,87
OC(CN1CCN(c2ccccc2Cl)CC1)c1ccccc1 (centres undefined),0,114,15,-4,-1.2,-1,106,0,110
Cc1ccc(S(=O)(=O)N(C)Cc2cc3ccccc3[nH]c2=O)cc1,3,101,4,2,-4.7,3,106,3,97
Cc1cc2c(sc3c(C)ccc(C)c32)c(C)n1,7,102,17,9,0.9,3,101,6,88
CCCN1CCC(NC(=O)Nc2ccc(F)cc2F)CC1,0,95,17,6,-1.2,6,100,5,98
Cc1ccc(C2CC(C(F)(F)F)n3nc(C(=O)NCc4c(C)nn(C)c4C)c(Cl)c3N2)cc1 (centres undefined),0,104,3,-7,-11,-5,98,-1,101
COc1ccc(OC)c(C(C)NC(=S)NC2CCCCC2)c1 (centres undefined),2,99,5,.,1.0,.,92,.,82
O=C(CSc1ccc(F)cc1)NCC1(N2CCOCC2)CCCCC1,0,100,7,3,0.6,-5,99,0,98
COc1ccc(-c2noc(CN(C)Cc3ccccc3)n2)c(OC)c1OC,0,102,3,.,-0.5,.,110,.,105
CSC1=N/C(=C\c2ccccc2Cl)C(=O)N1N(C)C,0,76,-12,2,-3.2,-12,.,3,.
CC1(C)CC(=O)C2=C(C1)OC(/N=C/N1CCCC1)=C(C#N)C2c1ccccc1 (centres undefined),2,103,22,10,-3.1,3,107,1,104
COc1ccc(NC(=O)c2ccc(-c3ccccc3Cl)o2)cc1,1,95,17,-1,-3.0,5,91,-2,114
Cc1cc2nc(-c3ccc(SCC(=O)N4CCOCC4)nc3)[nH]c2cc1C,0,78,4,11,-3.6,-3,107,1,109
COC(=O)CSc1nnc(CNC(=O)c2cc(OC)cc(OC)c2)n1-c1ccc(F)cc1,2,91,-1,-2,-2.3,8,102,4,99
Cc1nc(-c2ccc(F)cc2)c(CC(=O)N(C)CC(=O)Nc2ccc(F)cc2)s1,0,101,10,4,-0.6,1,104,-7,95
COC(=O)CCCCCN1C(=O)NC(C2CC2)C(C(=O)OCc2ccccc2)=C1C (centres undefined),0,94,-6,4,-2.4,5,86,7,86
Cc1ccc(S(=O)(=O)N2CCN(S(=O)(=O)c3ccc(C)cc3)C3OCCOC32)cc1 (centres undefined),0,120,15,0,1.2,1,99,-4,98
Oc1c(CN2CCOCC2)cc(-c2ccccc2)cc1CN1CCOCC1,0,93,9,10,-6.0,-2,108,7,103
Cc1ccc(NS(=O)(=O)c2ccc(N/N=C/c3ccncc3)c([N+](=O)[O-])c2)c(C)c1,0,94,25,-1,-0.8,2,93,0,88
Cc1cc(/C=C2\SC(=Nc3ccccc3)NC2=O)c(C)n1-c1ccc(S(N)(=O)=O)cc1,1,106,-12,-24,-0.5,-6,100,-19,98
CC(=O)CSc1nc2c(c(=O)[nH]c(=O)n2C)n1CCCc1ccccc1,2,104,17,-8,2.0,-9,92,0,103
O=C(O)CC(CC(=O)Nc1ccc(-n2ccc(C(F)(F)F)n2)cc1)c1ccccc1 (centres undefined),0,100,8,8,0.4,1,109,2,97
N#CNC(=Nc1ccccc1)SCc1ccc(C(=O)O)cc1,2,97,6,9,-2.0,0,105,11,99
O=C(Nc1ccc(C(=O)O)cc1)Nc1ccc(F)cc1F,4,101,5,0,0.8,3,111,6,108
O=C1COc2ccc(C(=O)COC(=O)CNS(=O)(=O)c3cccc(F)c3)cc2N1,0,102,13,6,.,-4,100,6,96
CC(C)(C)n1ncc2c(=O)n(CC(=O)N3CCCCCC3)cnc21,0,84,6,6,0.0,-3,103,6,117
Cc1ccccc1-n1c(=O)n(Cc2ccc(C(=O)O)cc2)c(=O)c2[nH]cnc21,3,99,12,6,-1.5,-1,103,4,105
O=S(=O)(CCC1CCCCN1)c1ccccc1 (centres undefined),1,97,-1,-3,-3.0,-2,101,5,104
CSCCC(NS(=O)(=O)c1ccc(F)cc1)C(=O)NCc1ccc(S(N)(=O)=O)cc1 (centres undefined),3,94,1,5,3.0,-5,105,0,93
Cc1ccc(S(=O)(=O)N2CCOC2CNC(=O)C(=O)NCc2ccc(Cl)cc2)cc1 (centres undefined),0,113,-4,-5,2.6,6,111,-3,98
CCOc1ccccc1CN1CCNC(=O)C1CC(=O)NCCN1CCOC1=O (centres undefined),2,96,33,6,-4.9,20,101,12,103
N#Cc1c(Cl)c(Cl)c2nnc(-c3ccc(Br)cc3)n2c1Cl,2,99,-23,23,-3.2,7,79,28,86
CCCC(C)c1nc(C(N)=O)c2[nH]c(=O)n(-c3ccc(OC)cc3OC)c2n1 (centres undefined),1,103,-8,-3,-1.9,-2,105,6,106
CC(C)(C)C(=O)CN1C(=O)NC(C)(Cc2ccc3c(c2)OCO3)C1=O (centres undefined),0,133,-3,-4,0.8,-1,97,1,99
O=S(=O)(c1ccc(Cl)cc1)N1CCCc2ccccc21,3,98,-3,0,-2.2,3,84,2,102
CC(=O)N1CCSc2ccc(S(=O)(=O)Nc3ccccc3C)cc21,0,102,-3,-2,0.1,2,91,5,97
O=C(Cc1ccc(F)cc1)N1CCN=C1SCc1cccc([N+](=O)[O-])c1,1,88,5,-1,-0.2,7,102,4,101
CCOC(=O)C1=C(O)C(=O)N(CCCn2ccnc2)C1c1ccc(C)cc1 (centres undefined),0,105,8,2,-1.0,-2,96,0,86

# Reprinted at random: two compounds from above.
SMILES,GRK2 inh,CR mimetic SO,VLA-4 inh,MCL1-BIM inh,MEX-5 binding,GLD-1 TGE inh,AGP1 TOR yeast,BCLXL inh,CIT2 TOR yeast
Cc1ccc(S(=O)(=O)N2CCN(S(=O)(=O)c3ccc(C)cc3)C3OCCOC32)cc1 (centres undefined),0,120,15,0,1.2,1,99,-4,98
Cc1cc(/C=C2\SC(=Nc3ccccc3)NC2=O)c(C)n1-c1ccc(S(N)(=O)=O)cc1,1,106,-12,-24,-0.5,-6,100,-19,98

# Next structures follow.
SMILES,GRK2 inh,CR mimetic SO,VLA-4 inh,MCL1-BIM inh,MEX-5 binding,GLD-1 TGE inh,AGP1 TOR yeast,BCLXL inh,CIT2 TOR yeast
COC(=O)c1cc(F)c(-n2cncn2)c(F)c1,0,117,1,2,0.2,-7,95,-1,84
COc1ccc(NC(=O)C2CCC(=O)N2S(=O)(=O)c2ccc(C)cc2)cc1Cl (centres undefined),0,118,-9,-5,0.8,9,96,1,105
CN(CC(=O)Nc1cc(Cl)ccc1C#N)C1CCS(=O)(=O)C1 (centres undefined),0,135,-4,-2,.,7,85,-5,74
CCCCn1c2ccc(F)cc2c2nnc(SCCN3CCOCC3)nc21,3,99,5,.,-1.2,.,96,.,96
CSc1ccc(S(=O)(=O)Nc2ccccc2C(=O)N2CCOCC2)cc1,0,115,-2,3,0.6,-15,98,-3,95
COCCN(C(=O)C1CC(=O)N(Cc2ccc(C)cc2)C1)c1c(N)n(CC(C)C)c(=O)[nH]c1=O (centres undefined),0,102,10,5,.,8,100,0,100
Oc1oc(-c2ccccc2)nc1C=Nc1cccc2ccccc12,2,123,0,-5,-2.1,1,92,2,91
CC(=O)Nc1ccc(S(=O)(=O)N(C)CC(=O)NNC(=O)c2cccs2)cc1,4,101,5,.,.,2,91,.,87
CCNC(=O)N1C(CC(=O)OCC)C(=O)NC2CCCCC21 (centres undefined),1,88,25,1,-2.9,9,113,0,105
CNC(=O)CSc1nnc(C(C)C)n1C,4,99,-9,3,-0.3,-1,100,2,101
O=C(/C=C/c1ccc(F)cc1)N1CCN(c2ccccn2)CC1,0,96,-2,2,-0.5,1,103,2,98
N#Cc1c(NC(=O)CSc2nc(N)cc(=O)[nH]2)sc2c1CCCCCC2,4,98,23,8,0.1,6,99,4,93
Cc1ccc(NC(=O)CN(C)S(=O)(=O)c2cccc3cccnc23)cc1,3,90,22,-1,-3.9,-9,103,3,99
CC(C)OC(=O)c1c(N)n(CCCN2CCOCC2)c2nc3ccccc3nc12,1,99,0,8,0.1,2,96,7,99
Cc1ccc(N2CC(C(=O)N3CCC4(CC3)CC(=O)c3ccccc3O4)CC2=O)cc1C (centres undefined),0,100,11,-2,2.2,5,100,4,98
COC(=O)c1cccc(NC(=O)CN2CCc3ccccc3C2)c1,0,100,2,-1,0.4,1,108,0,110
COc1ccccc1CN1C(=NC(=O)CCC2CCCC2)SC2CS(=O)(=O)CC21 (centres undefined),3,113,14,3,-0.3,1,98,-1,98
COc1ccc(CNCC(O)(c2ccc(Cl)cc2)c2ccc(Cl)cc2)cc1,0,89,-55,0,1.9,2,103,-3,95
COc1ccc(-n2nc3c(c2NC(=O)C24CC5CC(CC(C5)C2)C4)CS(=O)C3)cc1 (centres undefined),5,101,-14,-2,-5.1,2,101,6,96
CCOC(=O)C1C(=O)OC2(CCOC(C)(C)C2)C1C(=O)OCC (centres undefined),0,102,3,4,3.2,5,102,-4,107
Cc1nc(-c2ccc(NC(=O)c3ccccc3C)cc2)cs1,0,105,8,-8,-5.1,0,94,3,.
O=C(CCN1CCN(CCO)CC1)Nc1cccc(Br)c1,0,108,0,5,-0.6,9,113,6,103
Cc1ccccc1CN1CCN(CCCc2ccccc2)C(CCO)C1 (centres undefined),0,88,11,5,1.5,3,105,0,98
C[C@]12C(=O)N(c3cccc(F)c3)C(=O)N1[C@@H]1c3ccccc3OC[C@@H]1[C@H]2c1ccccc1,0,101,16,7,0.9,4,87,4,70
Cc1cccc(N(C(=O)Cn2nnc(-c3ccc(F)cc3)n2)C(C(=O)NC(C)(C)C)c2ccncc2)c1 (centres undefined),0,97,-2,12,1.0,-3,101,4,98
